# Bioassay records from PubChem BioAssay.
# PfHsp90 yeast 2 – reduces growth (ATP signal) of yeast expressing P. falciparum Hsp90; AID 504621; 0.32% of 310,000 active; inhibition, % at 9.4 µM; S. cerevisiae expressing PfHsp90, BacTiter-Glo ATP, 48 h; yeast lacking PDR1 and PDR3 efflux regulators;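 active means every replicate shows inhibition above about 80%, whatever the replicate mean, limit read from the data; inconclusive means mean inhibition reaches the set limit but some replicate falls short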;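 further: 0% = DMSO neutral controls and 100% = 20 µM radicicol positive controls; yeast relying on Plasmodium falciparum Hsp90 in place of its own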
# PvdQ acylase – P. aeruginosa PvdQ acylase inhibition. 0.063% of 340,000 active. purified PvdQ acylase, fluorescence plate reader. AID 488965. inhibition, % at 10 µM; in the data active means inhibition above about 30%, passing the limit was not always enough; inconclusive means no clear call, values can overlap the other calls;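 further: 0% = vehicle neutral wells and 100% = reference inhibitor wells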
# SR-BI DiI inh – blocks mouse SR-BI lipid uptake from DiI-HDL; Q61009; ldlA[mSR-BI] CHO cells, DiI-HDL uptake fluorescence, 3 h; inhibition, % at 12.5 µM; 0.96% of 320,000 active; AID 488896;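 active means mean replicate inhibition of at least 70% and a set share of replicates each scoring 70 or more; inconclusive means meets just one of the two criteria; inactive means fails both criteria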;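 further: 0% = median of neutral control wells and 100% = median of positive control wells; values of inactives mirror those of a sister screen read the other way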
# Target sequence (Q61009 whole entry, looked up): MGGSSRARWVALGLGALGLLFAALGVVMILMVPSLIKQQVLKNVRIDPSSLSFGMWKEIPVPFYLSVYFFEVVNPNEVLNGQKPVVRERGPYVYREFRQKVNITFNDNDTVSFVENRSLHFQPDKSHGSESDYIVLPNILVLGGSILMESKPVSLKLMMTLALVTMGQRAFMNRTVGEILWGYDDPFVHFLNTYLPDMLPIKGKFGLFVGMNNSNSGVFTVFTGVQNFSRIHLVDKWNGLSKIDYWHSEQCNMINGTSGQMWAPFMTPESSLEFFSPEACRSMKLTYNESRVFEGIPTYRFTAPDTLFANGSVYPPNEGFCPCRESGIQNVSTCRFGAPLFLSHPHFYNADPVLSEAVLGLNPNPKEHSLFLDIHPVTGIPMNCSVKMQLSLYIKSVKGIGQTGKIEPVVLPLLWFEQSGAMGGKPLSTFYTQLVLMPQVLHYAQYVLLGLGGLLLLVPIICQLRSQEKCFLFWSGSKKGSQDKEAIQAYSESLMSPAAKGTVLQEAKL
# dFosB act – mouse delta FosB homodimer activation. P13346. purified delta FosB, TAMRA-CDK5 oligo fluorescence polarization; percent of positive-control signal above neutral wells. activation, % at 25 µM. 0.99% of 340,000 active;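 active means mean activation above about 17%, with every replicate also reaching it, limit read from the data, passing the limit was not always enough; inconclusive means only one of the two conditions met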;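 further: fluorescence polarization rise as delta FosB binds a TAMRA Cdk5 AP-1 oligo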
# Rtt109 HAT inh – C. albicans Rtt109 histone acetyltransferase inhibition; Q5AAJ8; purified Rtt109/Vps75, ThioGlo CoA-SH fluorescence, 4 h; inhibition, % at 34.9 µM; 0.16% of 330,000 active;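 active means inhibition of at least 50% in every replicate; inconclusive means best replicate reaches 50% inhibition but some replicates fall short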
# Target sequence (Q5AAJ8 whole entry, looked up): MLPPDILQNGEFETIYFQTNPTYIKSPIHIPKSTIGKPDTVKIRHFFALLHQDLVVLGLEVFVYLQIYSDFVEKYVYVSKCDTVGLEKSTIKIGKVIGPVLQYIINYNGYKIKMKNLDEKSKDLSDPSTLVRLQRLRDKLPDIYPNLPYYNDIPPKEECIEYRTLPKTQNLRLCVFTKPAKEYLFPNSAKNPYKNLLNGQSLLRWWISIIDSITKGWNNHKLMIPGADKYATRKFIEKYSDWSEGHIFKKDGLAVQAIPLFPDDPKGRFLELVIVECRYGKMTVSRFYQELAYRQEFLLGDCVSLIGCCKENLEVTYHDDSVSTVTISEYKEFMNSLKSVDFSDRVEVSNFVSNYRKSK
# NSD2 HMT inh – NSD2 (human) methyltransferase inhibition; inhibition, % at 12.5 µM; AID 743445; O96028; 0.54% of 310,000 active; NSD2 peptide methylation, AlphaScreen, 120 min; in the data active means inhibition above about 50%
# SR-BI uptake up – enhances SR-BI lipid uptake from DiI-HDL; CHO ldlA[mSR-BI] cells, DiI-HDL uptake fluorescence, 3 h; 100 = double the neutral-control signal; activation, % at 12.5 µM; 0.096% of 320,000 active; AID 504775;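 active means mean replicate activation of at least 60% and every replicate at or above 60%; inconclusive means mean or all-replicate condition met, but not both; inactive means mean below 60% and not all replicates reaching 60%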;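 further: 0% = median plate neutral-control signal and 100% = twice that signal; values of inactives mirror those of a sister screen read the other way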
#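 Material: SR-BI-overexpressing, LDLR-lacking CHO cells | Dosing: Single compound concentration, delivered by pin transfer | Probe or stimulus: Labelled HDL, 10 µg/mL | Signal: Bottom-read cell fluorescence after medium removal, ex 550/em 595 nm | Schedule: 3 h, 37 °C | Evaluation: HDL uptake via cellular fluorescence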
# CAL PDZ FP-1 – human CAL PDZ-peptide interaction inhibition; 0.02% of 330,000 active; AID 504414; Q9HD26; purified CAL PDZ, TMR-peptide fluorescence polarization, 1 h; inhibition, % at 20 µM;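 active means highest replicate inhibition of at least 40%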;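 further: plate controls were DMSO neutral control wells for no effect and unlabeled competitor peptide control wells for full effect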
#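 Control set: unlabelled peptide and DMSO controls / Material: purified CerCALP PDZ construct / Timing: 1 h incubation at room temperature before polarization reading / Doses: 20 µM, one dose / Detection: fluorescence polarization (mP)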
# CAL PDZ FP-2 – CAL PDZ (human) peptide binding inhibition; purified CAL PDZ, TMR-peptide fluorescence polarization, 1 h; AID 602252; Q9HD26; 0.92% of 300,000 active; inhibition, % at 24.9 µM;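 active means mean inhibition of at least 30% with at least half of replicates also reaching 30%; inconclusive means no clear call, values can overlap the other calls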;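 further: 0% = DMSO neutral control and 100% = excess unlabeled competitor peptide PRC23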
# MITF act – increases MITF-driven TRPM1 promoter luciferase signal | activation, % at 12.5 µM | SK-MEL-5 TRPM1-promoter luciferase, 24 h; % of positive control, neutral wells = 0 | 0.75% of 300,000 active;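 active means mean activation of at least 80% with every replicate also reaching 80%; inconclusive means mean reaches 80% but some replicate falls short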;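 further: 0% = neutral control wells and 100% = parthenolide positive control wells; values of inactives mirror those of a sister screen read the other way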
# The depositor's hits bear a star; ? = inconclusive; . = no result given.
PfHsp90 yeast 2,PvdQ acylase,SR-BI DiI inh,dFosB act,Rtt109 HAT inh,NSD2 HMT inh,SR-BI uptake up,CAL PDZ FP-1,CAL PDZ FP-2,MITF act,structure
18,-15,40,-6,-9,3,-40,-2.1,-2,-11,CN(CC(=O)Nc1ccccc1Oc1ccccc1)Cc1ccccc1F
.,4,-25,-9,-1,0,25,-1.5,-4,.,O=C(O)c1ccc(COc2ccc3c4c(c(=O)oc3c2)CCC4)o1
-20,-4,-3,7,-1,2,3,-0.7,0,1,O=C(C[n+]1ccc(Cc2ccccc2)cc1)Nc1ccccc1
1,-3,4,-4,5,-1,-4,-2.6,2,2,COc1cccc(C(=O)OC(C)CN2CCCC2)c1 (stereo unspecified)
-12,-12,13,5,-3,-3,-13,-0.1,-1,16,COc1ccc(-c2cc(=O)c3c(O)c(OC)c(OC)c(OC)c3o2)cc1
-12,-5,53,-10,-2,-2,-53,-2.3,-2,-5,COc1ccccc1/C=C/[C@@H]1C[C@H]2CN(Cc3cccc(Cl)c3)C(=O)[C@]23CCCN13
17,-10,.,3,-9,-1,.,-1.9,-6,-2,COc1ccc(CC(NC(C)=O)C(=O)NC2CCN(C(=O)c3ccccc3F)CC2)cc1 (stereo unspecified)
5,-11,12,-12,3,-1,-12,0.5,3,11,COc1ccc(O)c(C(=O)c2cc(C#N)c(=O)n(Cc3ccccc3)c2)c1
6,-7,33,-4,3,6,-33,-2.0,-2,-5,COc1ccc(/C=C/c2c([N+](=O)[O-])c(=O)n(C)c(=O)n2C)c(OC)c1OC
-16,-8,-13,-10,5,2,13,-1.2,.,-2,Cc1ccc(NC(=O)CN(C)C2CCCCC2)cc1Br
10,-5,4,-1,-2,-1,-4,0.0,0,5,O=C(CNS(=O)(=O)c1cccs1)NCc1ccc(F)cc1
4,-16,54,-16,-11,1,-54,-2.1,-4,8,COc1ccc(N2CCN(C(=O)COc3ccc4c(C)cc(=O)oc4c3)CC2)cc1
-8,3,7,-11,3,0,-7,-0.7,-2,-3,Cc1ccc2c(CN3CCN(S(=O)(=O)c4ccccc4C(F)(F)F)CC3)cc(=O)oc2c1
-5,0,1,?,-2,-2,-1,0.9,-6,-3,O=C(CNC(=O)c1nn(Cc2ccccc2)c(=O)c2ccccc12)Nc1ccc(F)c(F)c1F
2,-4,-32,0,-5,-1,32,0.2,-1,-2,O=C(O)CCCCCNC(=O)CCn1nnc2ccccc2c1=O
2,-7,-24,-4,17,1,24,-1.0,41*,-5,O=C(NNS(=O)(=O)c1ccccc1)c1ccccc1-n1cccc1
-54,-3,.,12,-5,-2,.,0.8,-6,38,COc1ccc(NS(=O)(=O)c2cccc(C(=O)N/N=C/c3cn(-c4ccccc4)nc3-c3ccc(OC)cc3)c2)cc1
9,-9,25,-1,0,-3,-25,-1.6,-1,61,Cc1nc(NC(=O)CCc2ccccc2)ccc1Br
-6,-14,-3,-9,3,.,-2,-0.6,-5,0,CCOC(=O)[C@H]1[C@H]2COc3ccc(Cl)cc3[C@@H]2N2C(=O)CN(Cc3ccc(Cl)cc3)C(=O)[C@@]12C
-9,-5,-1,-4,3,0,1,-0.1,2,16,CN(C)/C=N/C(=S)Nc1ccccc1F
-6,-3,-22,0,6,-3,.,-0.3,2,-7,CN(CC(=O)Nc1ncn[nH]1)S(=O)(=O)c1ccc(Br)cc1
3,-3,27,2,3,-1,-27,-0.7,-2,13,O=C(Nc1ccccc1C(=O)Nc1ccccc1)c1ccccc1F
3,-12,.,0,1,-2,.,.,-12,20,Cc1ccc(/C=N/NC(=O)c2cc(C)oc2C)o1
.,-7,-4,0,17,1,4,-1.8,8,-12,Cc1ccc(N2CC(NC(=O)C(=O)c3c(C)[nH]c4ccccc34)CC2=O)cc1C (stereo unspecified)
-3,-5,.,1,-4,-1,.,0.4,.,6,CS(=O)(=O)c1ccc(NCCc2ccccn2)c([N+](=O)[O-])c1
-5,4,-5,-5,-7,1,5,-1.4,-4,43,CC(=O)c1ccc(NC(=O)CCc2nnc3ccc(N4CCCC4)nn23)cc1
-12,1,-25,-1,0,3,25,-0.1,-4,-5,COc1ccc(CN2CCc3ccccc3C2)c(OC)c1
.,-9,-9,-4,4,.,9,-2.0,-2,9,Cc1c(F)cccc1NC(=O)CCCCCC1NC(=O)NC1C (stereo unspecified)
-18,1,4,-6,-3,0,-4,-3.8,-4,-7,CN(C)S(=O)(=O)c1ccc(N2CCCC2)c(C(=O)NNC(=O)c2ccc(Br)cc2)c1
-5,-3,.,-6,2,.,.,-0.2,-4,-7,COCCCn1c(-c2ccsc2)nc2c1c(=O)[nH]c(=O)n2Cc1ccccc1

# Record cards, as listed above. Order of screens: PfHsp90 yeast 2	PvdQ acylase	SR-BI DiI inh	dFosB act	Rtt109 HAT inh	NSD2 HMT inh	SR-BI uptake up	CAL PDZ FP-1	CAL PDZ FP-2	MITF act
# Cc1ccc(/C=N/NC(=O)c2cc(C)oc2C)o1 reads 3	-12	.	0	1	-2	.	.	-12	20
# COc1ccc(-c2cc(=O)c3c(O)c(OC)c(OC)c(OC)c3o2)cc1 reads -12	-12	13	5	-3	-3	-13	-0.1	-1	16

# The results go on:
PfHsp90 yeast 2,PvdQ acylase,SR-BI DiI inh,dFosB act,Rtt109 HAT inh,NSD2 HMT inh,SR-BI uptake up,CAL PDZ FP-1,CAL PDZ FP-2,MITF act,structure
-7,-4,8,0,-7,-2,-8,-0.9,-6,-8,CNc1ccccc1NC(=O)CCn1c(=S)oc2ccccc21
9,-5,-5,1,-23,0,5,-0.3,-1,30,CCC(=O)n1nc(-c2ccc(OC)cc2)nc1SC
32,6,-16,0,1,-4,16,-0.7,-2,14,O=S1c2ccccc2Oc2ccccc21
-38,-5,-9,-1,-7,2,9,0.4,11,3,Cc1ccc(CNC(=O)CSc2ccc(-c3ccco3)nn2)cc1
-21,-5,-12,-2,-6,-4,12,-0.5,-5,-8,COc1cc(/C=N\NC(=O)CNC(=O)c2cccc([N+](=O)[O-])c2)ccc1O
-1,-13,-7,-7,-10,-4,7,-2.7,-2,4,Cc1ccc(NC(=O)NC2(C(=O)NCc3ccccc3)CCCCC2)cc1
2,-16,55,-3,1,.,-55,-0.2,-1,7,CC(C)(C)OC(=O)N[C@@H](C(=O)OC(C)(C)C)c1ccc(Br)cc1
27,-8,-21,-13,11,1,21,-1.1,-5,11,O=C(O)c1ccc(N2C(=O)CC(SC(=NCc3ccc4c(c3)OCO4)Nc3ccc(F)cc3)C2=O)cc1 (stereo unspecified)
-10,14,-48,2,1,-4,48,.,-4,0,CC(Oc1ccc(Cl)cc1)c1ccnn1S(C)(=O)=O (stereo unspecified)
-60,9,25,-16,15,-2,-25,-2.9,-3,-6,O=C(Cc1ccc(F)cc1)Nc1ccc(S(=O)(=O)N2CCCCC2)cc1
-8,14,-22,-2,7,-2,22,-0.5,-4,-8,Cc1ccc(S(=O)(=O)Nc2ccccc2C(=O)Nc2ccc(S(=O)(=O)Nc3nccc(C)n3)cc2)cc1
-11,-8,-27,-5,5,.,27,-2.1,-3,6,CC(C)=CCC[C@](C)(O)C1CC[C@]2(C)C1[C@H](O)CC1[C@@]3(C)CC[C@H](O[C@@H]4O[C@H](CO)[C@@H](O)[C@H](O)[C@H]4O[C@@H]4O[C@H](CO)[C@@H](O)[C@H](O)[C@H]4O)C(C)(C)C3CC[C@]12C (stereo partly specified)
-4,-9,48,-20,-2,7,-47,-3.0,-5,1,CCOC(=O)c1sc2nc(C)nc(NCCc3ccccn3)c2c1C
.,-5,-27,-8,-3,-3,27,.,0,97*,Cc1ccc(/C=C/C(=O)c2ccccc2)cc1
-34,-6,23,-6,-2,3,-23,0.8,-2,3,COc1ccc(/C=C/C(=O)NCCc2c[nH]c3ccccc23)cc1OC
25,-14,9,-11,5,.,-9,-0.5,-1,-9,COc1ccccc1-c1noc(CCC(=O)Nc2cccc(C(F)(F)F)c2)n1
3,0,18,4,8,-1,-18,0.4,-5,.,CCCN1C2CCCC1CC(NC(=O)c1ccccc1OC)C2 (stereo unspecified)
23,3,-8,-3,7,.,8,-0.1,-5,1,CCCNC(=O)C(Cc1cccc(C#N)c1)NC(=O)c1cccc([N+](=O)[O-])c1 (stereo unspecified)
-16,20,-22,1,9,-1,22,-1.2,-2,-7,S=C(Nc1ccc(Cl)cc1)NN1CCOCC1
5,-3,-9,-22,0,-1,9,-1.3,-1,-3,CCOC(=O)CSc1ncnc2c(C(=O)OCC)c3n(c12)CCC3
10,4,9,3,10,1,-9,-0.2,-5,-3,Cn1ncc2c(Nc3cccc(C(=O)O)c3)ncnc21
-9,-13,43,-27,0,1,-43,0.2,-1,3,CCOC(=O)Cc1csc(NC(=O)c2ccc(OC)c(OC)c2)n1
-23,-8,-10,-10,-12,-6,10,-0.6,-6,7,CCNC(=O)c1c(O)c2c([nH]c1=O)CCCC2
-19,14,-26,-6,-1,-1,26,0.4,5,-1,N#Cc1ccc(Oc2ccc(C(N)=O)cc2)cc1C#N
-6,1,-2,-4,-1,1,2,-0.9,-10,-1,Cc1nn(-c2ccccc2)nc1C(=O)Nc1ccc2[nH]ncc2c1
12,11,-7,0,7,.,7,-1.4,0,-6,Cc1ccc2c(c1)C(=O)N(CCCCO)C2=O
0,-6,0,3,-8,.,0,0.2,3,-3,CCCn1c(=O)c2c(ncn2C)n(CCC)c1=O
16,-13,53,4,-3,0,-53,-0.5,1,-10,CCc1ccccc1NC(=O)c1ccc(OCc2c(C)noc2C)cc1
4,-6,34,-10,1,7,-34,-2.3,-5,-8,COc1cc(C=C(c2nc3ccccc3s2)c2nc3ccccc3s2)ccc1O
11,16,2,3,24,0,-2,-0.6,2,-6,CCOC(=O)c1cc(-c2cccc([N+](=O)[O-])c2)n[nH]1
55,-10,9,-8,7,-1,-9,-3.8,-4,-13,C/C(=N/NC(=O)C1CCCN1C(=O)c1ccc([N+](=O)[O-])cc1)c1ccc(Br)cc1 (stereo unspecified)
-1,4,6,5,2,-3,-6,-0.9,-2,-1,Cc1ccc(S(=O)(=O)NCCCn2ccnc2)cc1C(=O)NC(C)C
8,0,-11,0,23,-5,11,.,-1,7,COC(=O)CCCC(=O)N1CCC(CO)(CCc2ccccc2)CC1
-14,-1,-6,15,-8,3,6,-1.0,-9,10,COc1ccccc1/C=C1\SC(=S)N(CCC(=O)Nc2nnc(C)s2)C1=O
3,-13,-8,-3,-4,3,8,-0.9,-4,.,Cn1c(=O)c2c(nc(Sc3n[nH]c(N)n3)n2Cc2ccccc2Cl)n(C)c1=O
